CHT block: inhibitors of human choline transporter CHT. CHT-expressing cells, membrane potential dye, choline response; hits give low values. B-score at 10 µM. hit rate 0.86% among 310,000;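 active = B-score over 3 SD under the library average, and starting fluorescence ratio not unusually high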;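 also: choline stimulus applied at its EC90 after an EC20 pre-addition; B-score computed on integrated fluorescence ratio after choline addition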
Target sequence (Q9GZV3 whole entry, looked up): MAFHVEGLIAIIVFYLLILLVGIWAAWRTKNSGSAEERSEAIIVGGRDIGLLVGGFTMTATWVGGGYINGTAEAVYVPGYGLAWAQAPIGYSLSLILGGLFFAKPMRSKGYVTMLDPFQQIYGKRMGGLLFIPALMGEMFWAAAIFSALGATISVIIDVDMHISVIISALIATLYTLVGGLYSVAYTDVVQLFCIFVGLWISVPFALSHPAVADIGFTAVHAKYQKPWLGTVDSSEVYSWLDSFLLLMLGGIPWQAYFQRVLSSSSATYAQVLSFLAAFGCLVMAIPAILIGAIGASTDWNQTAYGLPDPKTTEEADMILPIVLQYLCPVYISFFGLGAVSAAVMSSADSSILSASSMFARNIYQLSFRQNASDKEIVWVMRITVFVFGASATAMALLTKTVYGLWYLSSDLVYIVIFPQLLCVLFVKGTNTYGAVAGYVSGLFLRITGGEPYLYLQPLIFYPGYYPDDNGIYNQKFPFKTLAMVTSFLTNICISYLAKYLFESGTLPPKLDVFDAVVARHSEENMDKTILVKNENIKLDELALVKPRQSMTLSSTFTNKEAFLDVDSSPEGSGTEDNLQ
Kir21 block: inhibitors of mouse Kir2.1 inward-rectifier potassium channel. Inward rectifier potassium channel 2 (Mus musculus), P35561. HEK293-Kir2.1, FluxOR thallium flux fluorescence; hits give low values. B-score at 10 µM. hit rate 0.85% among 310,000;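 active = fluorescence ratio B-score at or below minus 3 SD of library scores, with starting-brightness B-score within 2 SD, cut at about -4.2 in these data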;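 also: channel flux triggered by added potassium and thallium sulfate stimulus; B-score of peak minus minimum fluorescence over baseline after thallium stimulus; more negative B-score means stronger Kir2.1 block with less thallium influx; some compounds called inactive have numbers as strong as hits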
Target sequence (P35561 whole entry, looked up): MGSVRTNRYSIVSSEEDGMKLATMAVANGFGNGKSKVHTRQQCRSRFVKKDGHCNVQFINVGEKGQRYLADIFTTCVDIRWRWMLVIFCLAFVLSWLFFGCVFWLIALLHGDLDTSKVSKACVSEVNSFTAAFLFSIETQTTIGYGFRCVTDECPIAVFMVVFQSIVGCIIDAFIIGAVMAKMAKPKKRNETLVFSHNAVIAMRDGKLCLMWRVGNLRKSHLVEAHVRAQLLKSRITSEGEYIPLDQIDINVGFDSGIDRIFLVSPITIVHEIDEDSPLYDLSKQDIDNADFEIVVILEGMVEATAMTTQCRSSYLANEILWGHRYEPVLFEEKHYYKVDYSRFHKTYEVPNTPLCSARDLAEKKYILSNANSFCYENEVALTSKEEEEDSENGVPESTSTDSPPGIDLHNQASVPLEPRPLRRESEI
Numbers without * were called inactive; i = inactive; nt = no result given.

SMILES | CHT block | Kir21 block
COc1ccc(C(=O)CCC(=O)NCc2cc(OC)cc(OC)c2)cc1 | i | -3.5
CCOC(=O)N1CC=C2C(C#N)=C(N)C(C#N)(C#N)[C@H](c3ccccc3OCC)[C@H]2C1 | i | -1.1
C=CCOCC(O)Cn1c(N2CCCC2)nc2c1c(=O)n(C)c(=O)n2C (stereo not given) | i | 0.72
O=C(CCN1C(=O)/C(=C/c2ccccc2)SC1=S)N[C@@H](CO)Cc1ccccc1 | i | 0.12
COCCCn1c(=O)c2sccc2n2c(CCCC(=O)NCc3ccc(OC)cc3)nnc12 | i | 1.4
CCSc1nc(-c2cccnc2)ccc1C#N | i | -0.13
Cc1c(S(=O)(=O)NCCc2ccccc2)c(=O)n(C)c(=O)n1C | i | 1.2
COCc1cc(SC2CCCCC2)nc(C)n1 | i | 0.65
Cc1nnc(N2C(=O)C(=O)/C(=C(/O)c3ccc4c(c3)OCCO4)C2c2ccc([N+](=O)[O-])cc2)s1 (stereo not given) | i | 0.38
O=C(CSCc1ccccc1Cl)Nc1ccc2c(c1)OCCO2 | i | -0.57
O=C(NCCC(=O)N1CCOCCOCCOCCOCC1)OCc1ccccc1 | i | -0.16
CCOc1cc2[nH]c(=S)n(CCC(=O)NCc3ccc(OC)cc3)c(=O)c2cc1OCC | i | 1.1
COc1ccc(C(=O)NC(=S)Nc2cccc(Cl)c2N2CCOCC2)cc1[N+](=O)[O-] | i | -1.3
O=C(CCCn1c(=O)oc2ccccc21)NC1CCCCCC1 | i | -1.9
Cc1nn(CCOc2ccccc2)c(=O)n1-c1ccccc1F | i | -0.66
C=CCNC(=O)CSc1cc([N+](=O)[O-])cc(S(=O)(=O)Cc2ccccc2)c1 | i | -0.7
COc1ccc(C(=O)NC2=NCCS2)cc1 | i | 0.37
CCN1CCCC1CNCC(O)COc1ccc(C(C)(C)C)cc1C (stereo not given) | i | -3.1
NS(=O)(=O)c1cccc(NC(=O)CSc2nnc(C3CC3)n2Cc2ccccc2)c1 | -5.9* | -0.76
CCc1ccc(NC(=O)c2noc3c2CCc2ccccc2-3)cc1 | i | -0.32
O=C(Cn1cnc2ccccc21)N/N=C/c1ccccc1[N+](=O)[O-] | i | -1.3
O=C(CNC(=O)c1ccccc1F)NC1CCN(Cc2ccccc2)CC1 | i | 0.03
Cc1ccc(S(=O)(=O)N(C)C)cc1NS(=O)(=O)c1ccc(Cl)s1 | i | -0.99
CCc1ccc(CN2CCC(n3nccc3NC(=O)c3ccccc3)CC2)o1 | i | -1.5
O=C(COC(=O)c1ccccc1F)Nc1cccnc1Cl | i | -1.1
CCn1c(C)nc2cc(S(=O)(=O)C(F)F)ccc21 | i | 2.3
COC(=O)c1ccccc1OCCCN(C)C | i | -1.2
Cc1ccc(NC(=O)c2ccc(CNc3c(N4CCOCC4)c(=O)c3=O)cc2)cc1 | i | 0.1
CCOC(=O)C1CCCN(C(=O)c2ccc(CNc3c(N4CCC(C)CC4)c(=O)c3=O)cc2)C1 (stereo not given) | i | 0.58
CN1CCN(c2nc(-c3ccccc3)ncc2S(C)(=O)=O)CC1 | i | 0.92

In the list so far, these contain a thiophene ring, fused or not:
SMILES | CHT block | Kir21 block
COCCCn1c(=O)c2sccc2n2c(CCCC(=O)NCc3ccc(OC)cc3)nnc12 | i | 1.4
Cc1ccc(S(=O)(=O)N(C)C)cc1NS(=O)(=O)c1ccc(Cl)s1 | i | -0.99

Going on with the list:
SMILES | CHT block | Kir21 block
COc1ccc(CCNC(=O)c2cc(-c3cccs3)on2)cc1OC | i | 0.02
Cc1sc(NC(=O)CSc2nnnn2C)c(C#N)c1C | i | 0.59
CC(=O)Nc1cccc(OCC(O)Cn2cnc3ccccc32)c1 (stereo not given) | i | -0.46
COc1ccc(/C=C2\C(=O)N(c3c(Cl)cc(Cl)cc3Cl)N=C2NC(=O)c2cccc([N+](=O)[O-])c2)cc1 | i | nt
COc1ccc(CCN2C(=O)C(Oc3ccccc3C)C2c2ccc3c(c2)OCO3)cc1OC (stereo not given) | i | 0.5
CCc1nn(C(CC)C(=O)NCc2cccs2)c(=O)c2cc3occc3n12 (stereo not given) | i | 0.61
Cc1cc(C)c(S(=O)(=O)N2CCOC2CNC(=O)C(=O)NCc2ccncc2)c(C)c1 (stereo not given) | i | -0.58
CSc1ncccc1C(=O)OCC(=O)N(CC(C)C)c1c(N)n(Cc2ccccc2)c(=O)[nH]c1=O | i | 0
COc1cc(NC(=O)c2ccco2)ccc1NC(=O)C(C)C | i | -0.12
CCN(C(=O)c1cn(C)c(=O)c2cc(OC)c(OC)cc12)c1ccccc1C | i | nt
COc1ccc(NC(=O)CCNC(=O)Cn2cnc3sc4c(c3c2=O)CCCC4)cc1OC | i | 0.41
CCNC(=S)NC1CC2CCCC(C1)N2CCc1ccccc1 (stereo not given) | i | -0.23
Cc1ccc(-c2n[nH]c(=O)c3ccccc23)cc1S(=O)(=O)Nc1ccc(F)cc1 | i | -0.91
CCN(CC(=O)NCc1ccc(Cl)cc1)C(=O)COc1cccc(Cl)c1 | i | -0.02
O=C(CCN1C(=O)S/C(=C\C=C\c2ccccc2)C1=O)Nc1ccc(O)cc1 | i | 2.2
Cc1cccc(NC2=C/C(=N/S(=O)(=O)c3cccs3)c3ccccc3C2=O)c1 | i | nt
CCOC(=O)/C=C1\SCC(=O)N1CC(=O)Nc1ccc2c(c1)CCC2 | i | -1.8
CON(C)S(=O)(=O)c1cccc(C(=O)Oc2ccc(N(C)S(=O)(=O)c3ccccc3)cc2)c1 | i | 1.6
O=C(NCC1CCN(Cc2ccccc2F)CC1)Nc1cc(F)ccc1F | i | 0.06
O=C1NC[C@H](CC2CCCCC2)N(CCc2cccc(F)c2)C1=O | i | -2.4
CC(=O)c1ccc(N2CCN(c3ccccc3O)CC2)c([N+](=O)[O-])c1 | i | -0.14
O=c1c2ccccc2nc2n1CCS2(=O)=O | i | -0.95
CCC(=O)Nc1nnc(S(=O)(=O)N2CCCc3ccccc32)s1 | i | -0.99
Cc1ccccc1-c1nnc(SCc2ccccc2F)o1 | i | -0.1
CCN(CC)CCn1c(=S)[nH]c2cc(C(=O)NCc3ccc(C)cc3)ccc2c1=O | i | 0.01
Cc1cc(C(=O)N2CCCC(C(=O)c3cccc4ccccc34)C2)nc(C)n1 (stereo not given) | i | 1.2
O=C(N/N=C/c1ccoc1)c1ccc(Cl)cc1 | i | -0.68
CC(C)OP(=O)(OC(C)C)C(Nc1ccccn1)c1ccc(F)cc1 (stereo not given) | i | -0.48
Cc1ccc(OCc2nc(-c3ccc(Cl)cc3)n[nH]2)cc1 | i | -0.42
CCCN1CCC(CCOc2ccccc2)(C(=O)OCC)CC1 | i | -0.01

Continued, overlapping the part above by 3 compounds.
SMILES | CHT block | Kir21 block
CC(C)OP(=O)(OC(C)C)C(Nc1ccccn1)c1ccc(F)cc1 (stereo not given) | i | -0.48
Cc1ccc(OCc2nc(-c3ccc(Cl)cc3)n[nH]2)cc1 | i | -0.42
CCCN1CCC(CCOc2ccccc2)(C(=O)OCC)CC1 | i | -0.01
COc1ccc(Cn2nnnc2C(C(C)C)N2CCN(c3ccccc3OC)CC2)cc1 (stereo not given) | i | -0.23
CCCS(=O)(=O)c1nc(S(=O)(=O)c2ccc(C)cc2)c(N2CCN(C)CC2)s1 | i | 0.81
O=C(CCS(=O)(=O)c1ccc(Br)cc1)N1CCN(Cc2ccccc2)CC1 | i | -0.37
O=C(NC1CCCC1)C1CCC(CNS(=O)(=O)c2ccc(F)cc2)CC1 (stereo not given) | i | 1.1
CCC(C(=O)NC1CCCC1)N(Cc1cccs1)C(=O)Cn1nnc(-c2ccc(OC)c(OC)c2)n1 (stereo not given) | i | 0.47
COCCCNC(=O)CSc1ccc(Cl)cc1 | i | 1.3
Cc1ccc(N2CC(C(=O)N/N=C/c3sccc3C)CC2=O)cc1 (stereo not given) | i | 1.5
OCCOCCOc1ccc(-c2nn[nH]n2)cc1 | i | -0.32
COc1cccc(COc2cc3ccccc3nc2C)c1 | i | -0.13
COc1ccc(S(=O)(=O)N2CCOC2CNC(=O)C(=O)NCCN2CCOCC2)cc1OC (stereo not given) | i | -0.83

Ordered by the number under Kir21 block (largest number first): 3 from the list above
SMILES	CHT block	Kir21 block
CC(C)OP(=O)(OC(C)C)C(Nc1ccccn1)c1ccc(F)cc1 (stereo not given)	i	-0.48
Cc1ccc(-c2n[nH]c(=O)c3ccccc23)cc1S(=O)(=O)Nc1ccc(F)cc1	i	-0.91
CCC(=O)Nc1nnc(S(=O)(=O)N2CCCc3ccccc32)s1	i	-0.99

The list continues.
SMILES | CHT block | Kir21 block
COC(=O)c1ccc(C23CC4(C2)[C@H](CN(CC2CCCCC2)[C@@H]4c2ccccc2)C3c2ccc(C(F)(F)F)cc2)cc1 (stereo not given in full) | i | 0.13
CC[N+](CC)(CCO)CCCN1C(=O)C2CC=C(Cl)CC2C1=O (stereo not given) | i | -0.03
Cn1c(=O)n(C)c2cc(C(=O)Nc3ccc(Br)cc3)ccc21 | i | 0.68
Cc1ccc(C(C)C)c(OCC(=O)N2CCOCC2)c1 | i | 0.26
CCN(CC)S(=O)(=O)c1cccc(NC(=O)C2SC(=Nc3ccc(C)cc3C)C(C(=O)NC(C)COC)=C2N)c1 (stereo not given) | i | 1.9
Cc1ccc(C(=O)Nc2cc3c(cc2Cl)OCCCO3)cc1 | i | -0.19
O=c1cc(C(F)(F)F)[nH]c(=S)n1-c1ccccc1 | i | 2.2
CCCCn1nc(CC(=O)O)c2ccccc2c1=O | i | -0.42
Cc1nn(C)c(C)c1C(=O)NN | i | -0.27
Cc1cccc(NC(=O)CSc2nc(C)c(CC(=O)c3ccc(Br)cc3)c(C)c2C#N)c1C | i | -0.28
COc1ccc(CCNC(=O)CS(=O)(=O)c2cn(CC(=O)N3CCCC3)c3ccccc23)cc1OC | i | 0.76
CC1(C)CC(=O)C(C=NCCN2CCN(C(=S)Nc3ccc(F)cc3)CC2)=C(O)C1 | i | 0.37
CCCn1nc(NC(=O)CC(C)C)c2cc3cccc(C)c3nc21 | i | 0.7
CCOC(=O)c1[nH]c2ccc(OC)cc2c1NC(=S)N1CCN(c2ccc(F)cc2)CC1 | i | 0.06
CCOc1ccc2c(c1)C(c1ccc(C)cc1)=NNC(c1ccc(C)cc1)=N2 | i | 1.2
Nc1nc(COc2ccc(F)cc2Cl)nc(N2CCCCC2)n1 | i | 1.6
CCOC(=O)Cc1csc(NC(=O)CN2CCN(c3ccccc3)CC2)n1 | i | -0.21
CC(=O)Oc1ccc(N(C(C)=O)S(=O)(=O)c2cccs2)c2ccccc12 | i | 0.61
Cc1cccc(C)c1NC(=O)N1CCC(n2cnc3ccccc32)CC1 | i | -0.38
Cc1csc(CCc2nc(C)cs2)n1 | i | 1.3

Printed as active in CHT block, of those listed so far:
SMILES | CHT block | Kir21 block
NS(=O)(=O)c1cccc(NC(=O)CSc2nnc(C3CC3)n2Cc2ccccc2)c1 | -5.9* | -0.76

(cont.)
SMILES | CHT block | Kir21 block
O=C(NCCc1ccccc1F)[C@@H]1CSC2c3ccccc3C(=O)N21 (stereo not given in full) | i | 0.3
O=C(NCc1ccccn1)C1CCN(Cc2cnn(-c3ccccc3)c2-n2cccc2)CC1 | i | 0.03
CCOc1cc(/C=N/NC(=O)C(=O)Nc2cc(Cl)ccc2C)ccc1O | i | 0.63
COc1ccc(Cl)cc1NC(=O)CN(C)C(=O)c1cc(-c2ccncc2)nc2ccccc12 | i | -0.25
COCCNC(C(=O)Nc1ccc([N+](=O)[O-])cc1Br)c1ccccc1 (stereo not given) | i | 2.9
CC(C)=C1SC(N2CCN(c3cccc(C(F)(F)F)c3)CC2)=NC1=O | i | -0.01
Nc1nc(-c2cccnc2)nc2sc3c(c12)CCCC3 | i | 0.3
N=C1C(=O)OCC1c1ccccc1NC(=O)c1ccccc1 (stereo not given) | i | -0.68
CCOC(=O)c1[nH]c(C)c(C(=O)NCc2ccc(C)cc2)c1C | i | -0.92
O=C(COC(=O)C1CC1)Nc1ccc2c(c1)OCO2 | i | 2
COc1ccc(S(=O)(=O)N2CCOC2CNC(=O)C(=O)NCc2ccc3c(c2)OCO3)cc1OC (stereo not given) | i | 1.5
O=C(c1cccc([N+](=O)[O-])c1)N1CCN(c2ccccn2)CC1 | i | -2.2
COc1ccc(N(CC(=O)NN=C2CCCC2)S(=O)(=O)c2ccccc2)cc1Cl | i | -0.75
C(=C\c1ccccc1)/CN1CCN(Cc2ccc3c(c2)OCCO3)CC1 | nt | -2.2
CC(=O)c1cn(CCOc2ccccc2C)c2ccccc12 | i | -1
Cc1cccc(-c2nc(C#N)c(N3CCCCC3)o2)c1 | i | -1.3
O=C(CNC1CCCCCC1)Nc1ccccc1N1CCCCC1 | i | -2.8
COc1cc(OC)cc(C(=O)N[C@H](C(=O)Nc2nnc(C3CC3)s2)C(C)C)c1 | i | -0.08
CCCn1c(SCC(=O)Nc2c(CC)cccc2CC)nnc1C(C)C | i | -0.13
O=C(NNc1nc2cc3c(cc2s1)OCCO3)c1ccc(F)cc1 | i | 0.02
Cc1ccc(NC(=O)CSc2nnc(-c3ccncc3)o2)cc1C | i | -0.67
O=C(O)c1ccc(NCc2cccnc2)cc1 | i | 1.2
COc1cc(/C=N/N2CCN(c3ccccc3OC)CC2)ccc1O | i | 1.2
CC1CC(C)(C)OC(C[N+]2(C)CCCCC2)O1 (stereo not given) | i | -0.41
COCCNC(=O)CNC(=O)c1nn(-c2ccc(OC)c(Cl)c2)c(=O)c2ccccc12 | i | 0.26
CCCc1nnc2n1N=C(c1ccc(OC)c(OC)c1)CS2 | -5* | 1.6
O=C(Nc1nccs1)c1ccc(S(=O)(=O)N2CCCCC2)cc1 | i | -0.66
C[n+]1ccc(C(=O)N/N=C/c2ccco2)cc1 | i | 0.09

Assay outcomes: PubChem, Johns Hopkins Ion Channel Center
